hcGAS lum = inhibitors of human cGAS; recombinant h-cGAS, ATP depletion, Kinase-Glo luminescence; inhibition, % at 12.5 µM; 0.081% of 290,000 active;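 also: 0% = vehicle reaction and 100% = reaction without DNA for no activity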
Target sequence (Q8N884 whole entry, looked up): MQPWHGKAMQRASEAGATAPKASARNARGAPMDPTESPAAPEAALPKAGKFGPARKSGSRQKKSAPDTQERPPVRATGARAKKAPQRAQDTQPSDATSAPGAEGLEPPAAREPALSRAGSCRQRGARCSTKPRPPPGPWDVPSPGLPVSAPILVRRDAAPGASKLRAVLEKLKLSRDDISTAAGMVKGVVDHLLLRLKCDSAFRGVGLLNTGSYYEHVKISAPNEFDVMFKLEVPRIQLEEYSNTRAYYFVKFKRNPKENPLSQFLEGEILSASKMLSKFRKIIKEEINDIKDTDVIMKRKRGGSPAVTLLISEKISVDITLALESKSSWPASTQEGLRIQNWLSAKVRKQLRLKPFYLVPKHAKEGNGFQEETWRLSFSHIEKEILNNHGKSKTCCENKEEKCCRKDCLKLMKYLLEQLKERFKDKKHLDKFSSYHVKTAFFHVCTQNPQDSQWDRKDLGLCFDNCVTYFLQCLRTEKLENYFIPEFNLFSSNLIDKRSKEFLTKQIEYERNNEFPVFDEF
mcGAS inh = inhibitors of mouse cGAS | recombinant cGAS, Kinase-Glo ATP depletion luminescence | Q8C6L5 | inhibition, % at 12.5 µM | 0.15% of 160,000 active;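 also: 0% = negative control wells and 100% = reference inhibitor with no enzyme activity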
NPYLR7 ag = mosquito NPYLR7 agonism. AID 1259423. HEK293T NPYLR7/Galpha15, GCaMP6s calcium fluorescence. 0.15% of 270,000 active. activation, % at 10 µM; in the data active = activation above about 40%;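 also: 0% = vehicle and 100% = reference agonist at the receptor; some compounds past the cut are filed as inactive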
Starred values were filed as active, the others as inactive; / = not tested or not shown; & = joins results of further samples. Rule as the data show it, unless noted: active = inhibition above about 40%; inactive = the rest.

item | Molecule | hcGAS lum | mcGAS inh | NPYLR7 ag
1 | C=CCc1ccc(OCCn2c(C3CC(=O)N(CC=C)C3)nc3ccccc32)c(OC)c1 (stereo unspecified) | 0 | 1 | 2
2 | CC(=O)OCC1OC(Oc2ccccc2Cl)C(OC(C)=O)C(OC(C)=O)C1OC(C)=O (stereo unspecified) | -3 | -2 | -3
3 | COc1cc(-c2ccc(F)c(CO)c2)nc(OC)n1 | -7 | / | 10
4 | Cc1cc(C)cc(N2CCN(Cc3cnc(N4CCCC4)nc3)CC2=O)c1 | -1 | -8 | 3
5 | COc1ccc(-c2cc(C(=O)NC3CCCCCCC3)c3ccccc3n2)cc1OC | 1 | / | -6
6 | OCCC1CN(Cc2ccc3c(c2)OCCO3)CCN1Cc1cccs1 (stereo unspecified) | -2 | / | 2
7 | CN(C)Cn1c(O)c(N=NC(=O)c2cccnc2)c2ccccc21 | -4 | -4 | 8
8 | COCCN(Cc1ccc(C)s1)CC(O)c1ccccc1 (stereo unspecified) | 3 | 0 | -1
9 | O=C(COCc1ccccc1)N1CCc2c(sc3[nH]c(=O)n(-c4ccccc4C(F)(F)F)c(=O)c23)C1 | -9 | -5 | 16
10 | CCC1CN(C(=O)NCCCCOC)CCS1 (stereo unspecified) | -4 | / | 0
11 | CCOC(=O)c1ccc2c(c1)nc(SCC(=O)NCC1CCCO1)n2Cc1cccc(F)c1 (stereo unspecified) | -6 | -7 | 5
12 | CN(Cc1cccnc1)C(=O)c1cc(COc2ccc3c(c2)CCCC3)on1 | 5 | / | 5
13 | COc1ccc(C(=O)COC(=O)c2ccc(C)o2)cc1 | -10 | -8 | 14
14 | Cc1cc(NC2CCCCNC2=O)n2c(nc3ccccc32)c1C#N (stereo unspecified) | -3 | / | -3
15 | O=C(CN1CCOCC1)Nc1ncc(Cc2ccccc2Cl)s1 | -3 | -4 | 0
16 | CC(=O)N1CCc2cc(NC(=O)CN(CCC(N)=O)Cc3ccccc3)ccc21 | -1 | / | -13
17 | O=C(NC[C@H](O)c1ccccc1)c1ccccc1 | -4 | -5 | 3
18 | COc1ccccc1N1CCN(C(=O)CCCSc2nnc(Cc3ccccc3)n2-c2ccc(Cl)c(Cl)c2)CC1 | -11 | -7 | /
19 | COc1cc(CNC(=O)c2c(C)noc2-c2cccc(C(F)(F)F)c2)cc(OC)c1 | -9 | -7 | 10
20 | CN(CCN1CCCCC1)C(=O)Cn1nnnc1CN1CCOCC1 | -2 | 0 | 0
21 | O=C(CCN1CCN(c2ccccc2)CC1)NCc1ccc(=O)[nH]c1 | -8 | -16 | 5
22 | C=CCN(CC1CC(c2ccc(Cl)c(Cl)c2)=NO1)C(=O)c1cccc(F)c1 (stereo unspecified) | -5 | -5 | 32
23 | COc1ccc(-c2cnc3ncnn3c2N2CCCN(C(=O)c3cccc(Cl)c3)CC2)cc1 | -7 | -8 | -1
24 | CN(C)c1ccc(-c2ccnc3c2CC(C)(C(=O)NCc2ccccc2)O3)cc1 (stereo unspecified) | 0 | -5 | 4

The last two compounds of the section before open the next one:
item | Molecule | hcGAS lum | mcGAS inh | NPYLR7 ag
23 | COc1ccc(-c2cnc3ncnn3c2N2CCCN(C(=O)c3cccc(Cl)c3)CC2)cc1 | -7 | -8 | -1
24 | CN(C)c1ccc(-c2ccnc3c2CC(C)(C(=O)NCc2ccccc2)O3)cc1 (stereo unspecified) | 0 | -5 | 4
25 | COc1cccc(C2c3c(cc(C)oc3=O)OC(=N)C2C#N)c1OC (stereo unspecified) | -2 | -3 | 4
26 | COc1ccc(C(=O)NC(C(=O)N2CCCCC2)C2CCN(C(=O)Cc3ccccc3)CC2)cc1 (stereo unspecified) | -5 | -5 | 5
27 | COc1ccc(NC(=O)c2nn(-c3ccccc3C)c(=O)cc2OC)cc1 | 0 | / | 2
28 | Cc1cccc(COCC2CN(C(=O)c3ccccc3C#N)CCO2)c1 (stereo unspecified) | 5 | / | -16
29 | Cc1ccc(C)c(Cn2c(=O)c3c(nc4n(CCCN(C)C)c(C)cn34)n(C)c2=O)c1 | 4 | / | -5
30 | FC(F)Sc1ccc(NC(=S)NCCCn2ccnc2)cc1 | -4 | / | 0
31 | CSc1ccccc1C(=O)NC1CC(=O)N(Cc2cccc(F)c2)C1 (stereo unspecified) | -11 | / | 6
32 | Cn1c(=O)c2cc(NC(=O)CCc3ccc(O)cc3)ccc2n1Cc1ccc(F)cc1 | 2 | -2 | 0

Single values from the entries so far.
COc1ccc(C(=O)NC(C(=O)N2CCCCC2)C2CCN(C(=O)Cc3ccccc3)CC2)cc1 (stereo unspecified) in mcGAS inh shows -5
COc1ccc(NC(=O)c2nn(-c3ccccc3C)c(=O)cc2OC)cc1 in hcGAS lum shows 0
COc1cccc(C2c3c(cc(C)oc3=O)OC(=N)C2C#N)c1OC (stereo unspecified) in mcGAS inh shows -3

Later entries
item | Molecule | hcGAS lum | mcGAS inh | NPYLR7 ag
33 | COc1cccc(CN2CCC2(C)C(=O)NCCNC(C)=O)c1F (stereo unspecified) | -9 | / | 8
34 | COc1cccc(C(=O)N(CCN(C)C)Cc2c(-c3ccc(F)cc3)noc2N2CCOCC2)c1 | -2 | -4 | 7
35 | CC(=O)Nc1ccc(NC(=O)Cn2nc(-c3ccc(Br)cc3)ccc2=O)cc1 | -2 | / | 8
36 | FC(F)Oc1ccc(-c2csc(=Nc3cccnc3)n2CC2CCCO2)cc1 (stereo unspecified) | -2&-1 | -1 | 2
37 | Cc1ccc(-c2nnc(CNCC3OCCc4ccccc43)o2)n1C (stereo unspecified) | -5 | -9 | 3
38 | CCOc1cc(C#N)ccc1Oc1ccc(S(N)(=O)=O)cc1C(=O)O | 15 | 3 | -3
39 | Cc1nn(-c2ccc(Cl)nn2)c2c1C(c1ccccc1F)CC(=O)N2 (stereo unspecified) | -4 | / | -6
40 | O=C(c1cc(-c2ccccn2)n[nH]1)N1CCC(C(O)(c2ccccc2)c2ccccc2)CC1 | -7 | -5 | -6

Part of the list above, with values under each structure.
Below each SMILES – hcGAS lum	mcGAS inh	NPYLR7 ag
39: Cc1nn(-c2ccc(Cl)nn2)c2c1C(c1ccccc1F)CC(=O)N2 (stereo unspecified)
    -4	/	-6
34: COc1cccc(C(=O)N(CCN(C)C)Cc2c(-c3ccc(F)cc3)noc2N2CCOCC2)c1
    -2	-4	7

(next part)
item | Molecule | hcGAS lum | mcGAS inh | NPYLR7 ag
41 | Cc1noc(-c2ccc(C(C)(C)C)cc2)c1C(=O)NCc1cccnc1 | -5 | -7 | 4
42 | CC(=O)N1CCN(c2ccnc3c2c(=O)n(CC(=O)N(C(C)C)C(C)C)c(=O)n3C)CC1 | -10 | -8 | 0
43 | CCC(C=NNC(=O)CCCCC(=O)NN=CC(CC)CC)CC | -5 | / | -4
44 | CCC(NC(=O)c1cccc(F)c1OC)c1cccs1 (stereo unspecified) | -3 | -7 | -3
45 | CSc1nsc(NC(=O)Nc2ccccc2C)n1 | -2 | / | 0
46 | O=C(NCc1ccc(F)cc1)c1cccc(Nc2c(Oc3ccccc3)cnn(Cc3ccccc3)c2=O)c1 | -5 | -4 | 12
47 | COc1cccc(-c2cc(=O)c3ccc(OC)cc3o2)c1 | -4 | -3 | -4
48 | CCc1ccc(CN2CCOC(CCNC(C)=O)C2)nc1 (stereo unspecified) | -2 | / | 3
49 | CC(C)=CCC/C(C)=C/C(=O)NCc1ccccn1 | -5 | -2 | -10
50 | O=S(=O)(Oc1cccc2cccnc12)c1ccc(F)cc1 | -1 | -5 | -2
51 | COc1ccc(NS(=O)(=O)c2ccc(F)cc2)c(C)n1 | -9 | / | -2
52 | CC(C)c1noc(C2CCCN2Cc2ncccc2C(=O)O)n1 (stereo unspecified) | 2 | / | 27
53 | CCOc1ccc(N=c2scc(-c3ccc4c(c3)NC(=O)CO4)n2C2CCCC2)cc1 | 2 | / | -3
54 | COc1cc(C)ccc1Oc1cnn(C)c(=O)c1Nc1cccc(C(=O)NC(C)c2ccccc2)c1 (stereo unspecified) | -5 | -4 | 11
55 | CC(=O)Nc1ccc(-c2c(-c3ccccc3)ncn2CCc2cn[nH]c2)cc1 | -6 | -11 | -5
56 | CCC(=O)Nc1ccccc1C(=O)N1CCN(Cc2ccccc2)CC1 | 6 | 1 | -21
57 | COCCNC(=O)c1ccc(CSc2nc(COC)cc(N3CCOCC3)n2)o1 | -2 | -3 | 5
58 | CCC(C)(N)COc1ncccc1Cl (stereo unspecified) | 2 | / | -2
59 | OC[C@H]1CCN(C2CCN(c3ccc4c(c3)OCO4)CC2)C[C@@H]1O | 4 | / | 8
60 | CSc1nc(N2CCCCC2)c2cnn(CCNC(=O)c3c(F)cccc3Cl)c2n1 | -5 | -4 | /
61 | CC(=O)c1c(C)[nH]c(-c2csc(Cc3nnc4n3CCCCC4)n2)c1C | -5 | / | 0
62 | Cc1nc(C(=O)N(Cc2ccc(F)cc2)CC2CCCO2)cs1 (stereo unspecified) | -5 | / | 0
63 | Cc1ncc(CN(C)CC2Cc3ccccc3CN2C)[nH]1 (stereo unspecified) | -7 | / | 7
64 | Cc1cccc(CC(=O)NCc2cn(C)nc2C)c1 | -10 | / | -1
65 | CN(CCCNC(=O)c1ccc2ccccc2n1)c1ccccc1 | -18 | / | 1
66 | CCCCCn1c(C2CC(=O)N(CCCC)C2)nc2ccccc21 (stereo unspecified) | -6 | -3 | -4
67 | CCOc1ccc(/C=C2\N=C(c3cc(F)c(F)cc3Cl)OC2=O)cc1 | -5 | -7 | 14
68 | Cc1cnc(C(=O)N[C@@H]2CCC[C@@H]2C(=O)N2CCN(CC(C)C)CC2)cn1 | 4 | 1 | /
69 | CC(C)N(CC[C@H](c1ccccc1)c1cc(CO)ccc1O)C(C)C | -2 | -3 | -7
70 | CC(C)CC1CCN(Cc2cn[nH]c2C(=O)O)C1 (stereo unspecified) | 1 | / | 5
71 | CC1(C(=O)NS(=O)(=O)c2ccc(C#N)cc2)CCN1C(=O)C1CCCCC1 (stereo unspecified) | -1 | / | 9
72 | CC(C)N(C(=O)CCl)c1ccc(Nc2ccccc2)cc1 | -5 | -2 | -1

One compound at a time, as listed above. Values in the order: hcGAS lum	mcGAS inh	NPYLR7 ag
CC(C)N(C(=O)CCl)c1ccc(Nc2ccccc2)cc1 reads -5	-2	-1
CC(C)N(CC[C@H](c1ccccc1)c1cc(CO)ccc1O)C(C)C reads -2	-3	-7
CCCCCn1c(C2CC(=O)N(CCCC)C2)nc2ccccc21 (stereo unspecified) reads -6	-3	-4

(continued)
item | Molecule | hcGAS lum | mcGAS inh | NPYLR7 ag
73 | O=c1cc(CN2CCCC(CCc3ccc(F)c(F)c3)C2)nc2nc[nH]n12 (stereo unspecified) | -3 | -12 | /
74 | CC(C)Cc1nc(CN(C)C(=O)C2CCCN(Cc3ccco3)C2)no1 (stereo unspecified) | 1 | -3 | 7
75 | Cc1noc(C)c1C(=O)NCc1cccc(Cn2cccn2)c1 | -6 | -18 | 20
76 | Cc1ccc(Cn2c(CN3CCCC(C)C3)nc3c2c(=O)n(C)c(=O)n3C)cc1 (stereo unspecified) | -7 | / | 9
77 | COc1ccc(CCNC(=O)CN2CN(c3ccccc3)C3(CCN(C(=O)c4ccc(Br)cc4)CC3)C2=O)cc1OC | -9 | -6 | 16
78 | COc1ccccc1CN1C(=O)c2ccccc2NC1c1ccc(COC(C)=O)o1 (stereo unspecified) | 0 | 1 | -3
79 | COc1ccc(C=NNC(=O)CC2C(=O)NN=C3c4ccccc4N=CN32)cc1 (stereo unspecified) | -4 | -4 | 3
80 | C/C=C/c1ccc(OC(C)C(=O)Nc2c(C)cccc2C)c(OC)c1 (stereo unspecified) | -9 | -18 | -3
81 | C[C@@H](CN1CCC(Cc2ccccc2)CC1)[C@@H](O)c1ccc(O)cc1 | -3&6 | -3 | -10&4
82 | Cc1[nH]n2c(=O)c3c(nc2c1-c1cccc2ccccc12)CCCC3 | 0 | / | 2
83 | Cc1ccc(C(=O)N2CCC(C(Cc3ccc(F)cc3F)N(C)C(=O)C3CC3)CC2)s1 (stereo unspecified) | 0 | -3 | -3
84 | COc1cc(NC(=O)Nc2c(C)nc3ccc(C)cn3c2=O)cc(OC)c1 | -8 | -12 | -1
85 | COC(=O)c1ccc(COc2cccn3c(N(C)Cc4ccc(OC)cc4)c(C)nc23)cc1 | -3 | -2 | 8
86 | O=C(CC1=CCCCC1)N1CCCC(CNS(=O)(=O)c2cccs2)C1 (stereo unspecified) | -9 | / | 8
87 | CCc1[nH]n(C(C)(C)C)c(=O)c1C1=C(N2CCOCC2)C(=O)N(c2cccc(C)c2)C1=O | -9 | -7 | 18
88 | Cc1cccc(C(=O)Nc2ccc3[nH]cc(CCN4CCN(c5cccc(C(F)(F)F)c5)CC4)c3c2)c1 | -8 | -6 | 0
89 | Brc1ccc(NN=C(N=Nc2nn[nH]n2)c2ccccc2)cc1 | -34 | / | -3
90 | N#CC(=Cc1cccs1)S(=O)(=O)c1ccc(Br)cc1 | -2 | / | 8
91 | CCOC(=O)CSc1nnc2ccc(-c3cccnc3)nn12 | -2 | -6 | -16
92 | O=C(CSc1nc2cc(Cl)ccc2o1)N1CCCC1 | -2 | / | 9
93 | Cc1ccc(CN(CCc2ccccc2)C(=O)CN(CCN2CCOCC2)Cc2cccc(F)c2F)o1 | -3 | -4 | -3
94 | O=C(C1CCCC1)N1CCCC(OCc2ccc(F)c(F)c2)C1 (stereo unspecified) | 0 | / | -5
95 | COc1cccc(N2C(=O)/C(=C/c3ccc(OC)c(Br)c3)C=C2c2ccccc2)c1 | -2 | -4 | 0
96 | C(=C\c1ccco1)/CN1CCCn2cncc2C1 | -4 | / | 6
97 | CCOC(=O)CCc1c(C)c2ccc(OCc3ccc(C(=O)OC)cc3)c(C)c2oc1=O | -1 | / | -8
98 | Cc1cc(Oc2cccc(C(C)C)c2)nc(SCc2ccccc2C)n1 | -4 | -4 | 23
99 | COC(=O)c1cc(Cn2cccc(C(F)(F)F)c2=O)c(C)s1 | -6 | / | 0

Screening data deposited in PubChem by Fisher Drug Discovery Resource Center.

Hits appear at their usual frequency. About 0.29% of those tested had a hit in this group.
